# Compound activity from PubChem.
# ST2 IL33 inh = IL1RL1 inhibition; AID 1259354; 78,000 tested, 2.3% active; inhibition, % for hits at 17 µM; Q01638; AlphaLISA ST2-Fc/biotin-IL-33 interaction, 1 h; in the data active means inhibition above about 30%; inconclusive means mostly about 10% to 28%
# Target sequence (Q01638 whole entry, looked up): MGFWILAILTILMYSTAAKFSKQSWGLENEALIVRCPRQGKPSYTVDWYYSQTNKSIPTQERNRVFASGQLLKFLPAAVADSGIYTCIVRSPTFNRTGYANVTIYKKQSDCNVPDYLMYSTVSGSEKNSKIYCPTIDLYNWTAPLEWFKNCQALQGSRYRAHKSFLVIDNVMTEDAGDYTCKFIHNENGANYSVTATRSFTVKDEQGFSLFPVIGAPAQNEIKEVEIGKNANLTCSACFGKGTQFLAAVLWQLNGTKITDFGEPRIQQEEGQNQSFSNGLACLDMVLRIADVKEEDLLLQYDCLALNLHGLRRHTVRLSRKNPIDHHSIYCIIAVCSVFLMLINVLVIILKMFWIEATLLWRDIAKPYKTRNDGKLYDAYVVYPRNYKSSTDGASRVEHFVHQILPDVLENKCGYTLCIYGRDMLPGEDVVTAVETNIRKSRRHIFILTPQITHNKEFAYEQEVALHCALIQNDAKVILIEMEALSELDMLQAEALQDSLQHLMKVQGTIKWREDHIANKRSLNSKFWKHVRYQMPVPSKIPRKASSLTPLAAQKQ
# The depositor's hits bear a star; i = inactive; ? = inconclusive. An excerpt. The share of hits here may be higher or lower than overall.
SMILES,ST2 IL33 inh
Cc1ccc(CSC2=NCCN2C(=O)c2cccc(F)c2)cc1,i
Cc1cn2cc(CNC(=O)c3ccc(C4CCCO4)s3)nc2s1 (centres undefined),i
COc1ccc(C2C(C#N)=C(N)N(c3ccccc3[N+](=O)[O-])C3=C2C(=O)CCC3)cc1 (centres undefined),?
C=CCn1c(Cc2c[nH]c3ccccc23)nnc1SCC(=O)Nc1ccc(OC)cc1,i
CC(C)c1ccc(NC(=O)CN2N=NC3C(=O)N(c4ccc(Cl)cc4)C(=O)C32)cc1 (centres undefined),i
Cc1ccc(Cl)cc1NS(=O)(=O)c1cccc2nsnc12,i
Cc1csc(NC(=O)c2cccc(CN3CC[C@H](O)C3)c2)n1,?
COc1ccc(CN2C(=O)c3ccc(C(=O)O)cc3C2=O)cc1,i
CCN(CC)C(=O)CC[C@H]1CNC(=O)[C@@H]2[C@@H](CCN2C2CCOCC2)N1C,?
O=C(NCc1cccs1)C1CC(=O)N(C2CCCCCC2)C1 (centres undefined),i
Cn1cnc2c1c(=O)n(Cc1ccccc1)c(=O)n2C,?
O=C(CSc1cn(CCNC(=O)c2ccccc2F)c2ccccc12)NC1CCCCC1,?
CC1=NN(c2ccc(F)cc2)C(=O)/C1=C/c1ccc(OCc2ccccc2)cc1,?
COc1ccc(OC)c(NC(=O)c2ccc3c(c2)C(=O)N(CC(C)C)C3=O)c1,i
Cc1c(C(=O)NN)sc(-c2ccccc2)c1C#N,?
O=S(=O)(c1cc2ccccc2o1)N1CCCn2cncc2C1,i
C1=C(CCNc2ncnc3nc[nH]c23)CCCC1,i
Clc1cccc(N2CCN(c3ncnc4nc[nH]c34)CC2)c1,i
CC12CC(NC(=O)N1CCc1ccccc1)c1ccccc1O2 (centres undefined),i
CCN(CC)c1ccn(-c2nc(-c3ccccc3)oc2-c2ccccc2)c(=O)n1,i
C=C1C(=O)OC2C1CCC1(C)C(O)CC=C(C)C21 (centres undefined),i
CSc1nc2ccc3nc(NC(=O)c4cccs4)sc3c2s1,i
COc1ccccc1Oc1ncccc1CNC(=O)C1CC=CCC1 (centres undefined),i
C[C@@H]1O[C@@H](O[C@@H]2[C@@H](O)[C@@H](O)[C@H](O[C@@H]3[C@@H](O)[C@@H](O[C@]4(CO)O[C@H](CO)[C@@H](O)[C@@H]4OC(=O)/C=C/c4ccc(O)cc4)O[C@H](CO)[C@H]3OC(=O)/C=C/c3ccc(O)cc3)O[C@H]2C)[C@H](O)[C@H](O)[C@H]1O,i
O=C(CCS(=O)(=O)c1cccc2nsnc12)Nc1ccc2c(c1)OCCO2,?
# Additional results follow.
SMILES,ST2 IL33 inh
COc1ccc(CCNC(=O)[C@@H](C)C2CC[C@@]3(C)CC[C@H](NC(=O)c4ccncc4)[C@@H](C)[C@@H]3[C@H]2O)cc1OC (some centres undefined),?
O=C(c1coc(CN2CCN(C/C=C/c3ccccc3)CC2)n1)N1C[C@H]2CC[C@@H]1C2,i
Oc1ccc(Nc2nc3nonc3nc2Nc2cccc(Br)c2)cc1,i
CC(CC(F)(F)F)NC1CCN(S(=O)(=O)c2ccccc2)CC1 (centres undefined),?
O=C(CCc1ccccc1)Nc1c(-c2ccccc2)nc2ccccn12,i
O=C(Nc1ccc([N+](=O)[O-])cc1)c1cc2cc(Br)cc(Br)c2oc1=O,i
CCc1ccc(S(=O)(=O)N2CCN(c3cc(-c4cccc(F)c4)ncn3)CC2)cc1,i
CCn1c(CC2CCN(Cc3nc4ccccc4n3C)CC2)nn(C)c1=O,?
CCN(CC)c1ccc(C2CC(=O)C3=C(C2)Nc2ccccc2NC3c2ccco2)cc1 (centres undefined),?
C=C(C)Cn1cnc2c(sc3nc4c(cc32)COC(C)(C)C4)c1=O,?
NC(=O)CSc1nc2c([nH]c3ccccc32)c(=O)n1-c1ccccc1,i
CCN(Cc1noc(CC(C)C)n1)C(=O)c1cn2c(n1)CNCC2,i
CC(C)c1ccc(C(=O)NCC2(O)CCCNCC2)c(=O)n1C (centres undefined),i
Cc1c(Br)cc(C(=O)N2CCCCCC2)c(C)c1C,i
COC(=O)C1C(=O)C2=C(CC1C)NC(C)=C(C(=O)OC(C)C)C2c1coc2ccccc2c1=O (centres undefined),i
CC1CC(=O)N(Cc2cccc(F)c2)c2ccccc2S1 (centres undefined),?
CC(C)C(NS(=O)(=O)c1cccs1)C(=O)N1CCN(c2cccc(Cl)c2)CC1 (centres undefined),i
CCN(C(=O)c1cc2cc3cc(OC)ccc3nc2o1)c1ccc(OC)cc1,i
O=C(NCc1cccnc1-n1cnc2ccccc21)C1CCC1,?
Cn1c(=O)[nH]c(=O)c2c1nc(CN1CCN(Cc3ccccc3)CC1)n2CCCO,i
O=C1CC(C(=O)Nc2ccccc2Cl)N=C(Nc2nc3ccccc3s2)N1 (centres undefined),i
Cc1ccc2c(C)nc(N3CCCC(C(=O)N4CCC(Oc5ccccc5F)CC4)C3)nc2c1 (centres undefined),i
CC1(C)[C@@H]2CC[C@H](CNC(=O)c3cc(Cn4cnc5ccccc54)[nH]n3)[C@H]1C2,i
CCOC(=O)c1nn(CCC(F)(F)F)c2c1CN(C(=O)c1cc3ccccc3cn1)CC2,?
c1ccc2c(c1)CCN(C1CCCN(Cc3cc4ccccc4o3)C1)C2 (centres undefined),?
# Further entries follow:
SMILES,ST2 IL33 inh
O=C(Nc1ccc([N+](=O)[O-])cc1)c1ccc(Br)o1,?
COC(=O)c1cccc(CN2CCCN(c3ccncc3C)CC2)c1,?
Nc1ccc(-c2cc(-c3ccccc3)nc(-c3ccc(N)cc3)n2)cc1,i
CC(=O)Nc1ccc(-c2nccn2CC(C)Oc2cccnc2)cc1 (centres undefined),i
Cc1cccc(CN(Cc2cccnc2)CC2CCCN(C3CCCCC3)C2)n1 (centres undefined),i
Cc1noc(C)c1C(=O)NC(C)CC1=CCCN(CCCF)C1 (centres undefined),i
CC(C)CN(CC(C)C)S(=O)(=O)c1ccc(C(=O)Nc2nnc(-c3cccs3)o2)cc1,i
O=C(NC1CC1)C1C2C=CC3(CN(Cc4ccccc4Cl)C(=O)C13)O2 (centres undefined),i
Fc1ccc(CN2CCN(Cc3ccc4c(c3)OCO4)CC2)cc1F,?
COC(=O)c1ccc(C2NC(C(=O)O)CS2)cc1 (centres undefined),i
O=C(Cc1c(C(=O)O)[nH]c2ccc(Cl)cc12)NCCCN1CCN(c2ccccc2F)CC1,i
CC(=O)c1ccc(NC(=O)c2ccc(-c3ccccc3)cc2)cc1,30%*
CC1=C(C(=O)OC2CCCCC2)C(c2ccccc2Cl)n2nnnc2N1 (centres undefined),i
O=C(Cc1ccc2c(c1)OCO2)N[C@H]1C[C@H]2C(=O)NCC(=O)N2C1,?
COc1ccc(-c2noc(CCC(=O)NCc3ccc4c(c3)OCO4)n2)cc1,i
Cc1c(C)n(C(=O)COc2cccc3cccnc23)c2ccccc12,?
Cc1ccc(CSC2=NCCN2C(=O)c2c(F)cccc2F)cc1,i
COc1ccc(C2C3C(=O)NC(=O)C3ON2c2ccccc2)cc1 (centres undefined),?
O=C(Nc1cc2c(cc1Cl)OCCO2)c1cc(Cl)ccc1O,i
O=C(NCc1ccccn1)c1ccc2c(c1)N(Cc1c(F)cccc1Cl)C(=O)CS2,i
O=C(Nc1ccc(C(F)(F)F)cc1)C1CCN(S(=O)(=O)c2cccs2)CC1,i
NC(=O)C(=O)NC1CCCN(Cc2ccc(F)cc2)C1 (centres undefined),i
CC(C)C(C(=O)NC1CCCCC1)N1C(=O)c2ccccc2C1=O (centres undefined),i
COc1ccc(OC)c(C2N(c3nccs3)C(=O)C3CCCN32)c1 (centres undefined),i
O=C(CN1CCN(Cc2ccc(Cl)cc2)S1(=O)=O)Nc1ccc2c(c1)OCO2,i

# By substructure, the entries above with a thiophene ring, fused or not (8)
SMILES,ST2 IL33 inh
Cc1cn2cc(CNC(=O)c3ccc(C4CCCO4)s3)nc2s1 (centres undefined),i
O=C(NCc1cccs1)C1CC(=O)N(C2CCCCCC2)C1 (centres undefined),i
Cc1c(C(=O)NN)sc(-c2ccccc2)c1C#N,?
CSc1nc2ccc3nc(NC(=O)c4cccs4)sc3c2s1,i
C=C(C)Cn1cnc2c(sc3nc4c(cc32)COC(C)(C)C4)c1=O,?
CC(C)C(NS(=O)(=O)c1cccs1)C(=O)N1CCN(c2cccc(Cl)c2)CC1 (centres undefined),i
CC(C)CN(CC(C)C)S(=O)(=O)c1ccc(C(=O)Nc2nnc(-c3cccs3)o2)cc1,i
O=C(Nc1ccc(C(F)(F)F)cc1)C1CCN(S(=O)(=O)c2cccs2)CC1,i

# Of the compounds above, these contain a cyano group:
SMILES,ST2 IL33 inh
COc1ccc(C2C(C#N)=C(N)N(c3ccccc3[N+](=O)[O-])C3=C2C(=O)CCC3)cc1 (centres undefined),?
Cc1c(C(=O)NN)sc(-c2ccccc2)c1C#N,?

# Part of the list above, with bars between the fields.
SMILES | ST2 IL33 inh
CC(C)CN(CC(C)C)S(=O)(=O)c1ccc(C(=O)Nc2nnc(-c3cccs3)o2)cc1 | i
O=C(NC1CC1)C1C2C=CC3(CN(Cc4ccccc4Cl)C(=O)C13)O2 (centres undefined) | i
Fc1ccc(CN2CCN(Cc3ccc4c(c3)OCO4)CC2)cc1F | ?

# Next part.
SMILES,ST2 IL33 inh
O=C(NCC1COCCO1)c1ccccc1NC(=O)c1nsc2ccccc12 (centres undefined),i
Cc1cc2c3c(C)n(C)c(C)c3c(C)nn2c1,54%*
CN1CCC2(CC1)CN(C(=O)c1cc(-c3ccc(O)cc3)n[nH]1)CCCN2C,i
COc1ccc(C2=NN(C(=O)CCCC(=O)O)C(c3ccccc3F)C2)cc1OC (centres undefined),i
O=C(Nc1ccc2nn(-c3ccccc3)nc2c1)c1cccnc1,i
COCCn1c(CNS(=O)(=O)c2c(C)cc(C)cc2C)nc2cccnc21,?
CN1C(=O)N(Cc2cccnc2)C(=O)C12CCN(Cc1ccc(C#CC(C)(C)O)cc1)CC2,i
Cc1c(Br)c([N+](=O)[O-])nn1CC(=O)Nc1ncccc1C1CCCN1C (centres undefined),i
O=C(NCCc1cn[nH]c1)C1CCCN(C2CCN(C(=O)C3CC3)CC2)C1 (centres undefined),i
CCN1CCN(C(c2cccs2)C(C)NS(=O)(=O)c2ccccc2)CC1 (centres undefined),i
CC1CCc2nc(NC(=O)c3cc(=O)c4ccccc4o3)sc2C1 (centres undefined),?
NC(=O)CN1CCCC(N2CCN(c3ccccc3F)CC2)C1 (centres undefined),?
O=C1Nc2ccccc2N(O)N1c1ccc(Cl)c(Cl)c1,i
COc1ccc(CN2CCC3(CC2)CC3C(=O)NCc2ccccc2C(F)(F)F)cc1C (centres undefined),i
CC/C=C(\C)CN1CCC(CNC(=O)c2occc2C)C1 (centres undefined),i
CCC(CO)NC1=C([N+](=O)[O-])C(=O)CC(C)(C)C1 (centres undefined),i
Cc1nc(NC(=O)N2CCCN(C3CCCCC3)CC2)nn1C,i
CC1=C(C(=O)Nc2cc(C)ccn2)C(c2ccc([N+](=O)[O-])cc2)C2=C(CCCC2=O)N1 (centres undefined),?
CC(C)(C)C(=O)Nc1nc(-c2cc3ccccc3oc2=O)cs1,?
O=C(O)c1ccc(O)c(C=Nc2cc(Cl)ccc2Cl)c1,i
COc1ccc(N2CN=c3s/c(=C\c4cccnc4)c(=O)n3C2)cc1,?
COCC(C)(C)CNC(=O)c1c(C)cc(C)[nH]c1=O,i
O=S(=O)(Nc1ccccn1)c1ccc(N=Cc2cccc(Cl)c2)cc1,i
Cc1cc([N+](=O)[O-])ccc1NC(=O)COc1nsnc1N1CCOCC1,?
COc1cc(OC)c(CN2CCN(c3ccccc3F)CC2)cc1Br,36%*

# Brought forward from above: 2 entries, followed by the next part.
SMILES,ST2 IL33 inh
Cc1cc([N+](=O)[O-])ccc1NC(=O)COc1nsnc1N1CCOCC1,?
COc1cc(OC)c(CN2CCN(c3ccccc3F)CC2)cc1Br,36%*
CCN(CC)C(=O)C1CCCN(Cc2ccco2)C1 (centres undefined),i
CN(Cc1ccccc1)c1ncnc(N)c1[N+](=O)[O-],i
O=C(CN1Cc2ccccc2OC(c2ccsc2)C1)NCc1cccc(-n2cccn2)c1 (centres undefined),i
COc1ccc(N(C(=O)c2ccccc2)C2=CC3CCC(C2)N3C)cc1 (centres undefined),i
Cc1ccc(S(=O)(=O)Nc2ccc(Cl)c(Cl)c2)cc1,i
Cc1cccc(C(=O)Nc2ccccc2Br)c1,i
CC(C)C(=O)N(c1ccc(F)cc1)C1C=CS(=O)(=O)C1 (centres undefined),i
O=C(Nc1cccc([N+](=O)[O-])c1)c1cccc(S(=O)(=O)N2CCOCC2)c1,i
COc1ccccc1CC(=O)NC(C)CCc1ccccc1 (centres undefined),i
O=C(CCC1CCN(C(=O)C2=CCCCC2)CC1)NCc1cccc(C(F)(F)F)c1,?
Cc1nnc(SCC(=O)NCc2cc(-c3ccco3)on2)s1,i
CCCN(c1ccc(C(C)C)cc1)S(=O)(=O)c1ccc2c(c1)c(=O)n(C)c(=O)n2C,?
O=C1CCCN1CCC(=O)N1CCOC(c2ccc(Cl)c(Cl)c2)C1 (centres undefined),i
C=CCc1c(C)nc2nc(SCC(=O)Nc3cccc(Cl)c3)nn2c1C,i
COc1ccccc1C(=O)NC(Nc1ccccc1)C(Cl)(Cl)Cl (centres undefined),i
CCC(=O)Nc1cccc(C(=O)NCCS(C)(=O)=O)c1,i
Cc1ccc(N2C(=O)CC(N3CCc4ccccc4C3)C2=O)cc1C (centres undefined),i
Oc1cccc(-c2nccn2C2CCN(Cc3ccccc3)CC2)c1,?
CC(=O)n1c2ccccc2c2cc([N+](=O)[O-])ccc21,i
CCc1cnc(C)nc1NCC1CC(=O)N(C2CCCC2)C1 (centres undefined),i
O=C1NC(c2ccccc2[N+](=O)[O-])Nc2sc3c(c21)CCCC3 (centres undefined),i
COc1ccccc1N=c1oc2c(OC)cccc2cc1C(=O)NC(C)=O,i
COc1cccc(NC(=O)CN(C2CCCCC2)S(=O)(=O)c2ccc(OC)c(OC)c2)c1,i
O=C(Nn1cnnc1)c1ccc(C(=O)Nn2cnnc2)cc1,i
